Source: PubChem
Coupling enz – coupling enzyme interference in Giardia aldolase counter-screen; coupling enzyme system counterscreen, AmpLite Red fluorescence; activity change, negative = inhibition, % at 58.2 µM, hits read low; 290,000 compounds, 0.67% hits; in the data active = activity change below about -30%; note: % is set by controls: 0 for no effect and ±100 for the full control effect
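Fluorescence at 525 nm excitation and 598 nm emission measured inhibition of the coupled detection system without aldolase. Compounds (at 57.5 uM final) were preincubated 10 min at room temperature with coupling enzyme reagent before a 20 min substrate/AmpLite Red step.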
PTAP TSG101 blk – blocks PTAP/TSG101 interaction to inhibit HIV-1 budding. Q99816. Fluorescence polarization, FITC-PTAP peptide / Tsg101 binding. Potency, µM (top dose mostly 115 µM), for inactives: at the highest dose activity change, negative = inhibition, most hits filed as inhibitors. 340,000 tested, under 10 active; active = well fitted inhibition curve with a large enough effect in the main read-out, with a control signal flat, not every such curve was filed as active; inconclusive = small, poorly fitted or top-dose-only effect, or effect the other way, or a change in a side signal; inactive = no such curve, though single readings can be large or run the other way; note: potency is the fitted concentration of half-maximal effect; % of control where 0% means no effect
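Tsg101 binding domain (10 uM final) was mixed with compound and a FITC-labeled PTAP peptide (50 nM final) in HEPES pH 7.5 buffer with NaCl, Tween 20, EDTA and TCEP; fluorescence polarization was read after 20 min at r.t.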
Tb PFK inh – blocks T. brucei phosphofructokinase. O15648. T. brucei PFK, ADP-Glo luminescence. Potency, µM (top dose mostly 57.5 µM), inactives show at the highest dose activity, negative = inhibition, usual class: inhibitors. 330,000 compounds, 0.17% hits. AID 485367;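 note: potency is the fitted concentration of half-maximal effect; 0% = uninhibited 1x PFK enzyme wells and -100% = no-enzyme wells; nearly all actives have a fitted effect of over 60% in size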
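Activity is normalized to no-enzyme wells (full inhibition) and 1.25 nM enzyme wells (no inhibition). Reaction: 0.5 mM F6P, 0.1 mM ATP, 45 min RT, ADP-Glo luminescence; concentration-response curves fitted and classed by quality.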
Menin-MLL TR inh – inhibitors of human menin-MLL interaction, mutant MLL peptide; Menin + Texas Red MLL mutant peptide, fluorescence polarization; Potency, µM (doses to about 61.6 µM), without a hit: at the highest dose FP activity change, negative = inhibition, usual class: inhibitors; 270,000 compounds, 0.23% hits; O00255; active = well fitted inhibition curve with a large enough effect in the polarisation, with a control signal flat, not every such curve was filed as active; inconclusive = small, poorly fitted or top-dose-only effect, or effect the other way, or a change in a side signal; inactive = no such curve, though single readings can be large or run the other way; the % refers to the polarisation; note: potency is the fitted concentration of half-maximal effect; % of control where 0% means no effect; many of its hits are not listed in these tables
Chronic BCR inh – chronic active BCR signaling inhibition. ABC-DLBCL IkBa-CBG/CBR reporter, luminescence ratio, 4 h. Potency, µM (titrated, usually from 46.1 µM), for the others: at the top dose ratio change, negative = lower green/red ratio, most hits filed as inhibitors. 340,000 compounds, 0.05% hits. AID 493014; active = well fitted inhibition curve with a large enough effect in the signal ratio, with a control signal flat, not every such curve was filed as active; inconclusive = small, poorly fitted or top-dose-only effect, or effect the other way, or a change in a side signal; the % refers to the signal ratio;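 note: potency is the fitted concentration of half-maximal effect; plate controls were basal doxycycline-induced cells for no effect and cells given 10 µM MG132 for full effect; MG132 reads +100%, hits lower the ratio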
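Concentration-response series (up to 46 uM) were applied to TMD8 dual-reporter cells for 4 h at 37C with doxycycline. Green/red ratio, after filter-overlap correction, defined %Activity; red signal alone was normalised to basal cells and zero luminescence.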
ASM inhibitor – human S-ASM enzyme inhibition; P17405; Potency, µM (highest dose often 57.5 µM), for the others: top-dose activity change, negative = inhibition, hits mostly inhibitors; placental ASM, HMU-PC fluorogenic substrate, 60 min; AID 504937; 340,000 compounds, 0.006% hits; note: potency is the fitted concentration of half-maximal effect
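qHTS format. ASM enzyme prepared from human placenta hydrolyses the fluorogenic substrate HMU-PC0 (9 uM final) over 60 min at 37 °C after a 10 min compound preincubation.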
B2AR arrestin – agonists driving beta-arrestin recruitment to human beta2-adrenergic receptor; Potency, µM (titrated, usually from 46.1 µM), without a hit: at the highest dose activation, hits mostly activators; P07550; beta-arrestin recruitment to beta2AR, cell-based reporter; 330,000 compounds, 0.02% hits;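 note: potency is the fitted concentration of half-maximal effect; 0% = DMSO controls and full agonism = EC100 isoproterenol or metaproterenol; nearly all actives have a fitted effect of over 65% in size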
Target sequence (P07550 whole entry, looked up): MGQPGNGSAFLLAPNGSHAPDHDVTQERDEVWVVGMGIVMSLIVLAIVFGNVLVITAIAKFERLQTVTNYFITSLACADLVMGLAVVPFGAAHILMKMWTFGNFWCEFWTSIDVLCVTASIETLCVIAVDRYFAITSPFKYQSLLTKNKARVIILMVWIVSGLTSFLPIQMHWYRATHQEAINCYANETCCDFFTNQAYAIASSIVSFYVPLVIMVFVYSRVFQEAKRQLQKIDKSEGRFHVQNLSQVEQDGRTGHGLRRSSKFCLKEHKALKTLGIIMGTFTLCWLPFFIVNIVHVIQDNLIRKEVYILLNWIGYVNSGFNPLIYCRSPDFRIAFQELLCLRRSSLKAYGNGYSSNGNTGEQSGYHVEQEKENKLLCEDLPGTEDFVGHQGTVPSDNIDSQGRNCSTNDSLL
a7 integrin act – activators of alpha7 integrin expression for muscular dystrophy; alpha7betagal myoblasts, beta-gal FDG fluorescence, 48 h; Potency, µM (highest dose often 38.3 µM), for the others: at the highest dose activation, most hits filed as activators; 350,000 compounds, 0.064% hits; AID 624291;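 note: potency is the fitted concentration of half-maximal effect; 100% = response of the positive control SU9516; nearly all actives have a fitted effect of over 60% in size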
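Alpha7betagal+/- myoblasts (passage 13) were plated 16-24 hr, then exposed to compounds (1:260 dilution of DMSO stock) for 48 hours at 37C. After MPER lysis, β-galactosidase reporter activity was read as FDG fluorescence (ex 480/em 540) after 30 minutes.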
Giardia killer – kills Giardia lamblia | Giardia lamblia trophozoite viability | 340,000 compounds, 0.15% hits | activity change, % at 7.66 µM, hits read low; in the data active = activity change below about -80%; inconclusive = between about -30% and that limit;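 note: parasites exposed to compound for two days anaerobically before the ATP read; % is set by controls: 0 for no effect and ±100 for the full control effect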
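Anaerobic 48 hrs incubation at 37 deg C of 100 trophozoites/well with test compounds; ATPLite 1-Step luminescence, 15-30 min RT, reports cellular ATP as viability.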
GALK inh – inhibitors of human galactokinase; P51570; Purified GALK, Kinase-Glo residual ATP luminescence; Potency, µM (top dose mostly 57.5 µM), inactives show top-dose activity change, negative = inhibition, hits mostly inhibitors; 270,000 compounds, 0.007% hits; note: potency is the fitted concentration of half-maximal effect; % is set by controls: 0 for no effect and ±100 for the full control effect
Target sequence (P51570 whole entry, looked up): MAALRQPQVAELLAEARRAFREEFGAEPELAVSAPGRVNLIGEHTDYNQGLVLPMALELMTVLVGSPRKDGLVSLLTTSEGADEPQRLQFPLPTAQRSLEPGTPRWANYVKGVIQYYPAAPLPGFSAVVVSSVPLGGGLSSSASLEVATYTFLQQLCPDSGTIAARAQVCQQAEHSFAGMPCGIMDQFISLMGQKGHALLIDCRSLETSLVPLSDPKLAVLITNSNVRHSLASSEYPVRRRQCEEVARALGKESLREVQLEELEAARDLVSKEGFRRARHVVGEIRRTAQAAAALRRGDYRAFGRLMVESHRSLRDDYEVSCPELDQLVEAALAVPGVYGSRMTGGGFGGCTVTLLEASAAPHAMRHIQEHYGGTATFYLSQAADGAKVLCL
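GALK at 5 nM final was combined with compound, 35 uM ATP and 100 uM galactose in HEPES pH8.0 with MgCl2 and DTT. The reaction ran one hour at room temperature before luminescent ATP detection.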
PKM2 activator – increases activity of human pyruvate kinase M2 | AID 1631 | purified PKM2, Kinase-Glo ATP luminescence, activation; response scale: 0% is enzyme alone, no compound | Potency, µM (doses to about 57.5 µM), for the others: at the highest dose activation, usual class: activators | 260,000 compounds, 0.34% hits; note: potency is the fitted concentration of half-maximal effect; % is set by controls: 0 for no effect and ±100 for the full control effect; nearly all actives have a fitted effect of over 55% in size
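ATP formation by purified human PK-M2, quantified via coupled luciferase luminescence after 1 h at room temperature with 0.1 mM ADP and 0.5 mM PEP final.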
Starred values were filed as active, the others as inactive; u = inconclusive; x = no result given; [ ] = another dose, or the depositor's remark. Unless noted, calls come from the whole dose curve; as a rule, active = well fitted curve in the direction sought with a large enough effect; inconclusive = small, poorly fitted or top-dose-only effect, or another doubt; inactive = no such curve, though single readings can be large; an effect the other way counts as inactive or inconclusive. Not all compounds are listed. The share of hits here may be higher or lower than overall.

No. | SMILES | Coupling enz | PTAP TSG101 blk | Tb PFK inh | Menin-MLL TR inh | Chronic BCR inh | ASM inhibitor | B2AR arrestin | a7 integrin act | Giardia killer | GALK inh | PKM2 activator
1 | O=C(O)c1cc(NC(=O)c2ccccc2[N+](=O)[O-])ccc1O | -4 | -7% | -7% | 24% | -11% | 2% | -1.4% | 0% | -13 | 2% | -13%
2 | CC(C)C(=O)NC(c1cccc([N+](=O)[O-])c1)c1ccc2cccnc2c1O (centres undefined) | 3 | -3% | -5% | u | -14% | -5% | -0.3% | -11% | 9 | 3% | 6%
3 | COC(=O)CCSCC(=O)N1N=C(c2ccc(OC)cc2)CC1c1cccc(OC)c1OC (centres undefined) | -1 | 1% | 0% | u | -11% | -16% | 0.3% | -3% | -2 | 16% | x
4 | Cn1c(=O)n(Cc2ccccc2Cl)c(=O)c2c1[nH]c(=S)n2C | 1 | -2% | -14% | 4% | -1% | -1% | 0.3% | -15% | -13 | 3% | x
5 | Cc1ccc(O)c(N=Nc2ccc(S(=O)(=O)N3CCOCC3)cc2)c1 | -4 | 1% | -7% | u | -3% | -15% | 0.0% | 17% | 14 | 6% | -17%
6 | CC12CCC(C(=O)Nc3ccc(Br)cn3)(OC1=O)C2(C)C (centres undefined) | 1 | -3% | 2% | x | -2% | -1% | 0.0% | -2% | -7 | 8% | -1%
7 | COc1ccc(-c2coc3cc4oc(=O)cc(-c5ccccc5)c4cc23)cc1F | 4 | 0% | 6% | -17% | 3% | -1% | -0.4% | -35% | -19 | 0% | 0%
8 | CCC(Sc1ncccc1C(=O)OCCN1CCCC1=O)C(=O)NCc1ccco1 (centres undefined) | -4 | -6% | -2% | -27% | 6% | 5% | -1.9% | -17% | -17 | 3% | -7%
9 | COc1ccccc1NC(=O)c1c([N+](=O)[O-])c(C(C)(C)C)nn1C | -1 | -1% | -3% | x | u | -1% | -0.4% | 2% | 2 | 10% | 1%
10 | CCOc1ccc(NC(=O)CC2C(=O)Nc3ccccc3N2C(=O)c2ccccc2)cc1 (centres undefined) | 0 | -1% | -1% | -12% | 4% | -4% | 0.9% | -8% | -25 | 0% | 0%
11 | COc1ccc2c(-c3ccccc3)cc(SCC(=O)NC(N)=O)nc2c1 | 5 | -3% | 3% | -21% | -2% | -1% | 0.1% | -18% | -7 | 8% | 1%
12 | O=C1N(c2ccccc2)C2CS(=O)(=O)CC2N1c1ccc(Cl)c(Cl)c1 (centres undefined) | 2 | -5% | 0% | u | u | -5% | -0.2% | 11% | 10 | 0% | 4%
13 | COc1ccc(-c2ccc(NC(=O)c3ccco3)cc2)nn1 | x | 3% | -19% | x | u | 5% | -0.3% | -24% | -93* | x | x
14 | CS/C(N)=N/N=C/c1ccc([N+](=O)[O-])cc1 | -5 | -2% | -5% | -4% | u | -1% | -1.1% | 30% | -4 | 5% | -1%
15 | Cn1c(=O)c2c(ncn2CCOc2cccc(Br)c2)n(C)c1=O | 1 | -8% | 1% | -6% | u | -1% | -0.2% | -14% | 6 | 1% | x
16 | Cc1cccc(NC(=O)Nc2ccc(C#N)cc2)n1 | 2 | -1% | -1% | 3% | u | -5% | -0.3% | 30% | -24 | 2% | -7%
17 | O=C(Nc1cccc(C(F)(F)F)c1)c1cc2c(s1)-c1ccccc1OC2 | 1 | -2% | -4% | u | u | x | -0.5% | -2% | 5 | 0% | 5%
18 | CCCCN(CCCC)CC(O)COc1ccccc1C(=O)Nc1ccccc1 (centres undefined) | 3 | -4% | 1% | 2% | 0% | 8% | -0.3% | -46%[inhibitor] | 4 | -1% | 0%
19 | CCN(CC)c1cc(C)c2cc(NC(=O)c3ccccc3OC)ccc2n1 | 1 | -2% | -1% | 10% | u | 115%[activator] | -0.1% | u | 29 | 4% | 0%
20 | COc1ccc(NC(=O)Nc2ccc(F)cc2)c(C)c1 | 4 | 0% | -7% | 19% | 6% | 7% | 0.3% | 26% | 13 | -1% | 0%
21 | Cc1cc(-c2nnc(SCC(=O)c3ccc4c(c3)OCCO4)o2)no1 | 2 | -2% | -2% | 4% | 1% | -1% | -0.3% | -12% | -28 | 0% | 4%
22 | CCn1c(C)nc2cc(C(=O)N/N=C/c3ccc(O)cc3)ccc21 | -1 | 0% | -2% | -10% | 2% | 5% | -0.4% | 27% | -10 | 1% | 6%
23 | CC(=O)c1ccc(NC(=O)Nc2ccc3c(c2)nc(C)n3C)cc1 | -2 | -1% | -4% | 9% | 2% | -6% | 0.3% | 13% | -7 | 12% | -1%
24 | COc1ccc(/C(C)=N/Nc2ccc(C(=O)O)cc2)c(OC)c1 | 13 | 2% | -16% | -2% | u | -1% | 0.4% | -4% | -2 | 2% | 3%
25 | OCCNc1nc(OCC(F)(F)F)nc(N2CCN(C34CC5CC(CC(C5)C3)C4)CC2)n1 | 1 | 5% | 2% | u | 9% | -1% | 0.1% | 0% | 6 | 1% | 0%
26 | CS(=O)(=O)c1ccc(Cl)c(NC(=O)COC(=O)COc2ccc3c(c2)CCC3)c1 | x | -6% | -1% | x | 5% | -4% | -0.3% | 16% | 14 | x | x
27 | Cn1cc(CNC(=O)Nc2ccc3c(c2)OCO3)cn1 | 0 | -2% | -6% | -4% | -3% | 2% | 0.2% | -31% | -15 | 2% | -10%
28 | Cc1ccc(Oc2nnc(-c3ccccc3)c3ccccc23)cc1 | 7 | -5% | -4% | u | 0% | -3% | 0.3% | -46%[inhibitor] | -12 | 2% | -4%
29 | O=C(NCCS(=O)(=O)c1ccc(Cl)cc1)c1ccc(F)cc1 | 0 | 0% | 0% | 1% | 7% | -3% | 0.3% | 5% | 2 | 0% | 0%
30 | O=C(Cc1ccccc1)N1CCN(C(=O)c2cccs2)CC1 | 5 | -1% | -2% | -6% | -1% | 4% | 0.1% | 14% | -1 | 13% | 0%
31 | CC[C@@]1(C(=O)OC)N[C@H](CN(C)C(=O)c2ccc(C)cc2)[C@@H]2C(=O)N(Cc3ccccc3)C(=O)[C@@H]21 | x | u | 0% | x | 0% | -6% | -0.9% | 1% | -24 | x | x
32 | COc1ccc(C2C(C(=O)N3CCC(C(N)=O)CC3)CC(=O)N2c2ccc(OC)cc2)cc1 (centres undefined) | 5 | -3% | 1% | 3% | 0% | 0% | -0.2% | 21% | 6 | 0% | 7%
33 | c1ccc(NCCCNc2ccccc2)cc1 | -3 | 1% | -13% | 7% | u | -2% | -0.3% | 7% | -15 | 0% | 2%
34 | Cc1n[nH]c(C)c1S(=O)(=O)N1CCCC(C(=O)NC2CCCCC2)C1 (centres undefined) | -1 | -2% | 0% | 2% | 2% | 4% | 0.1% | 7% | 4 | 0% | 3%
35 | COc1ccc(C(=O)Nc2c(N)nc(SCC(=O)N3CCC(C)CC3)[nH]c2=O)cc1OC | 8 | -5% | -3% | -3%[11.7 µM] | 2% | -1% | 0.2% | 27% | -6 | 2% | -12%
36 | O=C(Nc1ccc2c(c1)C(=O)NC2=O)c1cccc(C(F)(F)F)c1 | -7 | -3% | -29% | 5% | 9% | 11% | -2.6% | 8% | 7 | x | -1%
37 | Cc1cc(NC(=O)CSc2ccc3nnc(CCNC(=O)c4ccccc4)n3n2)no1 | 0 | -6% | -4% | -6% | 7% | 5% | -0.2% | 9% | -8 | 0% | 22%
38 | O=c1[nH]c(CSc2ncccn2)nc2c1cnn2-c1ccccc1 | -3 | -2% | -1% | u | 13% | 12% | -0.8% | 12% | 11 | 0% | -18%
39 | C[C@@H](CSc1ccc(Br)cc1)CN1CC[C@H](O)CCC1=O | x | -2% | 5% | x | 7% | 2% | 0.2% | -7% | 16 | x | x
40 | Cc1cc(C)nc(SCC(=O)Nc2nc(-c3ccccc3)c(-c3ccccc3)o2)n1 | 6 | -1% | -22% | 3% | u | -8% | 13% | 2% | 0 | -1% | 1%
41 | COc1ccc(NC(=O)CN(C)C(=O)/C=C/c2cn(Cc3ccccc3)nc2-c2cccnc2)cc1 | x | 1% | -12% | x | u | 5% | 0.6% | 33% | -1 | x | x
42 | CC1CCN(C(=O)CN(c2ccccc2)S(=O)(=O)N(C)C)CC1 | 2 | -4% | -1% | 6% | 7% | 0% | -0.1% | -8% | 11 | 4% | 0%
43 | CC(=O)c1cccc(NC(=O)NCc2cccnc2)c1 | 6 | 1% | x | -10% | x | -2% | x | -3% | -7 | 0% | -9%
44 | CC(/C=C1\SC(=S)N(NS(=O)(=O)c2ccc(C)cc2)C1=O)=C\c1ccccc1 | -1 | -6% | 3% | x | 7% | -28% | 0.0% | -2% | -9 | -9% | 2%
